Compound activity as filed in PubChem BioAssay.
TRb SRC2 PPI: qHTS for Inhibitors of the Interaction of Thyroid Hormone Receptor and Steroid Receptor Coregulator 2; AID 1469, 2008; Thyroid hormone receptor beta (Homo sapiens), P10828; TRbeta-SRC2 peptide binding, fluorescence polarization; receptor liganded with 1 µM T3; 280,000 tested, 0.065% active; Potency, µM (titrated, usually from 106 µM), inactives show at the highest dose activity change, negative = inhibition, most hits filed as inhibitors;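 also: plate controls were bound peptide for no effect and peptide without receptor for full effect; nearly all actives have a fitted effect of over 50% in size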
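Human TRb LBD (0.6 uM) plus Texas Red-labeled SRC2 peptide (20 nM), 1uM T3, 5% DMSO, 5 hr at ambient temperature. Decreased polarization (555/632 nm) flags inhibition; data normalized to free and bound peptide controls.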
Tau fluor counter: Counterscreen qHTS for Inhibitors of Tau Fibril Formation, Fluorescence Polarization; tau K18 P301L Alexa594 fluorescence, heparin fibrillization; 280,000 tested, 0.93% active; Potency, µM (top dose mostly 57.7 µM), for inactives: at the highest dose activity change, negative = decrease; also: nearly all actives have a fitted effect of over 55% in size
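Human tau K18 P301L (15 uM unlabeled, 0.24 uM Alexa 594-labeled) in 100 mM sodium acetate pH 7 with 20 uM heparin, 6 hr at 37 C. ThT 30 uM added, 1 hr ambient; Alexa 594 FP and total fluorescence read at 555/632 nm.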
Tau fibril ThT: qHTS for Inhibitors of Tau Fibril Formation, Thioflavin T Binding; recombinant tau K18 P301L (four-repeat tau fragment), heparin-induced fibrillization, ThT fluorescence; Potency, µM (series often up to 57.4 µM), without a hit: at the top dose activity, negative = inhibition, actives largely listed as inhibitors; 270,000 tested, 2.1% active; AID 1460, 2008; also: nearly all actives have a fitted effect of over 55% in size
Target sequence (P10636 561-689 P618L limits assumed): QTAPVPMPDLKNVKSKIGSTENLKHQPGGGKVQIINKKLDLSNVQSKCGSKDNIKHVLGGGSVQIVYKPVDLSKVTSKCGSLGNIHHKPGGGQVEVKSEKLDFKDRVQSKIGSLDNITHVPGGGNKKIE
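Tau K18 P301L fragment (15 uM unlabeled plus 0.24 uM Alexa 594-labeled) in 100 mM sodium acetate pH 7 with compound, fibrillization induced by 20 uM heparin for 6 hr at 37 C. Thioflavin T (30 uM) added, fluorescence read after 1 hr (ex 450, em 510 nm).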
L3MBTL1 inh: qHTS Assay for the Inhibitors of L3MBTL1. Lethal(3)malignant brain tumor-like protein 1 (Homo sapiens), Q9Y468. AlphaScreen L3MBTL1–H3K9me1 peptide binding. Potency, µM (series often up to 57.1 µM), for inactives: top-dose activity, negative = inhibition, usual class: inhibitors. 230,000 tested, 0.66% active; also: nearly all actives have a fitted effect of over 60% in size
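AlphaScreen assay: L3MBTL1 (50 nM final) was preincubated 30 min at room temperature with biotinylated H3(1-15)K9me1 peptide (75 nM final), then 30 min with library compounds; streptavidin donor and nickel chelate acceptor beads (10 ug/mL final) added, 30 min dark.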
TR SRC2 fluor cs: Total Fluorescence Counterscreen for Inhibitors of the Interaction of Thyroid Hormone Receptor and Steroid Receptor Coregulator 2. TRb/SRC2 Texas Red total fluorescence interference. Potency, µM (titrated, usually from 106 µM), for inactives: at the highest dose fluorescence change, negative = quenching. 280,000 tested, 0.29% active. AID 1479, 2009; active = well fitted curve in either direction with a large enough effect; inconclusive = small, poorly fitted or top-dose-only effect
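Human TRβ ligand-binding domain (0.6 uM) and Texas Red SRC2 peptide (20 nM) in Tris buffer with 1 uM T3 and 5% DMSO were incubated with pinned compound for 5 hr at ambient temperature. Total fluorescence was computed as S + 2P (555/632 nm).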
aGal spleen mod: qHTS Assay for Inhibitors and Activators of Human alpha-Galactosidase From Spleen Homogenate | Alpha-galactosidase A (Homo sapiens), P06280 | human spleen homogenate, 4MU-alpha-Gal fluorescence, 40 min | Potency, µM (titrated, usually from 80 µM), for the others: top-dose activity change, negative = inhibition, most hits filed as inhibitors | 240,000 tested, 0.008% active | AID 2107, 2009;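 also: 0% = enzyme with vehicle and -100% = no enzyme basal signal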
Target sequence (P06280 32-429 limits assumed): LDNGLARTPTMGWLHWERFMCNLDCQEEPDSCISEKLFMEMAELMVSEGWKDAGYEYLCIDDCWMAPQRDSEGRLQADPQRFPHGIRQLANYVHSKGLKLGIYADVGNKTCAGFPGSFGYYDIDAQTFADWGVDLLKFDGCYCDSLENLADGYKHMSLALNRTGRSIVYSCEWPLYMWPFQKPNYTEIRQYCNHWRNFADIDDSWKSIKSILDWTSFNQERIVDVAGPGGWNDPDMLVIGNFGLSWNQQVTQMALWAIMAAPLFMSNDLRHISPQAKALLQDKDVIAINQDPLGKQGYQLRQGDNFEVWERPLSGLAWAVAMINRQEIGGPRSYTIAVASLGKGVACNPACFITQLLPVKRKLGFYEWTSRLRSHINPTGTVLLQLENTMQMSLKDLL
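Human spleen homogenate (1 ug) was the enzyme source, with 4-methylumbelliferyl-alpha-D-galactopyranoside (1 mM final) in pH 5.0 citrate buffer with 0.01% Tween-20. Compounds were titrated; after 40 min at 37C, NaOH/glycine stop, 4-MU fluorescence read; AC50 from Hill fits.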
ALDH1A1 inh: qHTS Assay for Inhibitors of Aldehyde Dehydrogenase 1 (ALDH1A1) | Aldehyde dehydrogenase 1A1 (Homo sapiens), P00352 | Purified ALDH1A1, NADH fluorescence, propionaldehyde substrate | Potency, µM (series often up to 75.3 µM), inactives show top-dose activity, negative = inhibition, most hits filed as inhibitors | 220,000 tested, 7.3% active; active = well fitted inhibition curve with a large enough effect, not every such curve was filed as active; inconclusive = small, poorly fitted or top-dose-only effect, or another doubt; inactive = no such curve, though single readings can be large or run the other way;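 also: plate controls were no enzyme wells and a reference inhibitor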
Target sequence (P00352 whole entry, looked up): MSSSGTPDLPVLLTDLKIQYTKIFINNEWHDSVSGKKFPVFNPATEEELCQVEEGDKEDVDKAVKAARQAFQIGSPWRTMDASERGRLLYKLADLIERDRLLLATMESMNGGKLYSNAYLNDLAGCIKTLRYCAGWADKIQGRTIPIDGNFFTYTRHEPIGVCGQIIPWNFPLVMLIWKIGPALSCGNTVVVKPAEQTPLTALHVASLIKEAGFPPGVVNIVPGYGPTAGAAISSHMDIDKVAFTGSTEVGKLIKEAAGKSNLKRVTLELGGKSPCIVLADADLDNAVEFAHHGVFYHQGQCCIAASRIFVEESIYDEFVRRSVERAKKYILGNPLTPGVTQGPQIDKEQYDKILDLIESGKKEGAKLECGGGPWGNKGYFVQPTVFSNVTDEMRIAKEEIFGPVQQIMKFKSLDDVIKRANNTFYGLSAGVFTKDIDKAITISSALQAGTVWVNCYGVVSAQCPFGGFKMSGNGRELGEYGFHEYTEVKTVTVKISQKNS
Tau FP inhib: qHTS for Inhibitors of Tau Fibril Formation, Fluorescence Polarization | Microtubule-associated protein tau (Homo sapiens), P10636 | K18 P301L tau heparin fibrillization, Alexa594 FP, 6 h | Potency, µM (top dose mostly 57.7 µM), without a hit: at the top dose activity, negative = inhibition, usual class: inhibitors | 280,000 tested, 0.39% active | AID 1468, 2008; also: nearly all actives have a fitted effect of over 55% in size
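FP of Alexa 594-tau after heparin (20 uM) induction. Substrate: human K18 P301L, 15 uM unlabeled, 0.24 uM labeled. Buffer 100 mM sodium acetate pH 7. 6 hr, 37 C.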
Numbers without * were called inactive; ? = inconclusive; / = not tested or not shown; & = joins results of further samples; [ ] = remark or other dose. Unless noted, calls follow the shape of the dose curve; as a rule, active = well fitted curve in the direction sought with a large enough effect; inconclusive = small, poorly fitted or top-dose-only effect, or another doubt; inactive = no such curve, though single readings can be large; an effect the other way counts as inactive or inconclusive. Unless noted, % is scaled to controls: 0 for no effect and ±100 for the full control effect; potency is read from the fitted curve at half-maximal effect. Compounds as they come; 8.5% or so of the library scored in one or more.

SMILES	TRb SRC2 PPI	Tau fluor counter	Tau fibril ThT	L3MBTL1 inh	TR SRC2 fluor cs	aGal spleen mod	ALDH1A1 inh	Tau FP inhib
N=C1C(c2ccccc2)=C(O)CN1NC(=O)c1ccc(Cl)cc1	6%	-1%	2%	/	1%	2%	-7%	7%
CCOc1ccc2nc(SCC(=O)c3ccc(Cl)s3)sc2c1	4%	?	?	/	0%	3%	4%	-4%
CC(=O)Nc1cccc(NC=C(C#N)C#N)c1	8%	-7%	-8%	-5%	1%	9%	8%	8%
COc1ccc(N2CCN(Cc3cc(=O)oc4cc(-c5ccccc5)c(O)cc34)CC2)cc1	5%	-25%	-17%	-2%	1%	2%	-13%	13%
COc1ccc(OCCn2c(C3CC(=O)N(c4ccc(F)cc4)C3)nc3ccccc32)cc1 (stereo unspecified)	1%	-15%	-15%	/	0%	/	/	1%
Oc1c(Br)cc(Br)cc1-c1nc2ccccc2s1	-2%	-5%	-12%	/	-8%	/	/	6%
O=C(NNC(=O)c1sccc1-n1cccc1)c1cccc(Cl)c1	-4%	-19%	-18%	-1%	-7%	-8%	2%	0%
COC(=O)C1=C(C)NC(=O)C1(NC(=O)c1ccncc1)C(F)(F)F (stereo unspecified)	-4%	-3%	-9%	/	-5%	10%	-5%	0%
COc1ccc(/C=N/N=C2\CC3CCC2(C)C3(C)C)cc1O (stereo unspecified)	2%	-15%	-17%	/	1%	-2%	7%	-2%
CS(=O)(=O)N1CCc2cc(C(=O)N3CCN(c4ccc(F)cc4)CC3)ccc21	-4%	-8%	-5%	/	0%	/	/	-4%
COc1ccc(NS(=O)(=O)c2ccc(NS(=O)(=O)c3ccc(C)cc3)cc2)nn1	0%	-1%	0%	6%	-1%	6%	13µM*	-12%
O=C(NC(=S)Nc1ccccn1)c1ccc([N+](=O)[O-])cc1	2%	-12%	?	2%	0%	6%	6%	0%
NC(=O)c1ccccc1NC(=O)c1ccc(-c2ccc(Br)cc2)o1	0%	-25%	-13%	/	-2%	/	/	0%
Nc1ccc(Oc2ccc([N+](=O)[O-])cc2[N+](=O)[O-])cc1	0%	?	?	/	-4%	0%	?	?
O=C1CCC(=O)N(O)CCCCCNC(=O)CCC(=O)N(O)CCCCCNC(=O)CCC(=O)N(O)CCCCCN1	4%	2%	-2%	/	1%	5%	/	-4%
Cc1cc(=O)oc(C)c1C(=O)NCc1c(F)cc(F)cc1F	9%	-2%	-10%	-14%	0%	4%	?	-4%
Cc1cc(C)n2nc(C(=O)Nc3ccn(Cc4ccccc4C)n3)cc2n1	-2%	-16%	?	-14%	-2%	1%	/	9%
CCCn1nnnc1SCC(=O)N1CCN(C(=O)c2ccco2)CC1	2%	0%	-11%	-10%	4%	2%	?	0%
O=C(Cn1ncc2c3ccccc3n(Cc3ccccc3F)c2c1=O)NCCCc1ccccc1	8%	2%	5%	/	0%	/	/	-12%
O=C(CCCSc1nc2ccccc2s1)NCc1ccco1	1%	-10%	-10%	-3%	-1%	-4%	?	-3%
Cc1cc2oc(=O)cc(CN3CCCCC3C)c2c(C)c1Cl (stereo unspecified)	-12%	4%	1%	1%	0%	-9%	?	6%
CCCC(=O)Nc1nc(-c2ccccc2)c(CC)s1	-4%	-15%	-7%	-9%	-1%	4%	?	-5%
CC1Cc2nc(SCC(=O)NCc3ccco3)n(Cc3ccccc3)c(=O)c2S1 (stereo unspecified)	-1%	-8%	-12%	?	-1%	3%	?	8%
CCn1nc(C)c([N+](=O)[O-])c1C(=O)NNC(=O)c1ccc(Cl)cc1	0%	-11%	-14%	0%	0%	5%	?	?
O=S(=O)(Cc1ccccc1)c1nc2ccccc2n1Cc1ccccn1	5%	-8%	-6%	/	-3%	-8%	3%	-5%

Of the compounds above, these have bromine.
SMILES	TRb SRC2 PPI	Tau fluor counter	Tau fibril ThT	L3MBTL1 inh	TR SRC2 fluor cs	aGal spleen mod	ALDH1A1 inh	Tau FP inhib
Oc1c(Br)cc(Br)cc1-c1nc2ccccc2s1	-2%	-5%	-12%	/	-8%	/	/	6%
NC(=O)c1ccccc1NC(=O)c1ccc(-c2ccc(Br)cc2)o1	0%	-25%	-13%	/	-2%	/	/	0%

(cont.)
SMILES	TRb SRC2 PPI	Tau fluor counter	Tau fibril ThT	L3MBTL1 inh	TR SRC2 fluor cs	aGal spleen mod	ALDH1A1 inh	Tau FP inhib
CCC1Sc2ccccc2N(CC(=O)NC2CCCC2)C1=O (stereo unspecified)	6%	-8%	-11%	32%[activator]	1%	-10%	3%	-8%
COc1ccc2cc3c(N)nn(C(=O)c4ccccc4Cl)c3nc2c1	-5%&-3%	?	?	/	-4%&-5%	5%	/	5%&-2%
CCn1c2ccccc2c2nnc(SCC(=O)NCc3cccs3)nc21	3%	-10%	-14%	-2%	-2%	-2%	-2%	2%
COc1ccccc1N(CC(=O)NCCSCc1ccccc1)S(=O)(=O)c1ccc(C)cc1	7%	-3%	-10%	/	0%	/	/	?
COC(=O)C1=C(C)N(Cc2ccc3c(c2)OCO3)C(=O)C1	-2%	-10%	-16%	-1%	1%	1%	2%	-6%
Cc1ccoc1C(=O)N1CCCCC1C(=O)O (stereo unspecified)	2%	-2%	5%	/	0%	-9%	5%	4%
CCOC(=O)N1CCN(C(=O)c2cn(C)c3ccc(S(=O)(=O)N4CCC(C)CC4)cc3c2=O)CC1	-3%	-7%	-5%	/	0%	1%	-4%	9%
COc1ccc2c(Cl)c(C(=O)N/N=C3\CCCC(=O)C3)sc2c1	-3%	-24%	?	6%	-10%	-4%	4.5µM*	0%
Cc1cc(/C=N/NC(N)=S)c(C)n1-c1ccc(Cl)c(Cl)c1	-2%	-21%	?	?	-2%	-1%	16µM*	0%
COc1ccccc1C(=O)NC(C)c1ccccc1 (stereo unspecified)	4%	-4%	-9%	/	2%	-13%	?	5%
O=C1C2C3c4ccccc4C(c4ccccc43)C2C(=O)N1/N=C/c1cccc(O)c1 (stereo unspecified)	-8%	?	-16%	-3%	-1%	-11%	16%	-11%
COc1ccc(CNC(=O)CN(c2cc(C)cc(C)c2)S(=O)(=O)c2c(C)noc2C)cc1	4%	-8%	-5%	1%	-3%	1%	3%	-3%
CN(Cc1ccccc1)C(=O)CCS(=O)(=O)c1ccc2c(c1)n(C)c(=O)c(=O)n2C	-2%	-8%	-16%	-4%	2%	4%	?	-9%
CCOc1ccccc1/C=c1\sc2ncnn2c1=O	2%	-4%	-21%	8%	0%	-7%	-3%	-7%
O=C(CCc1nnc(Cc2c[nH]c3ccccc23)o1)NCC1CC12CCCCC2 (stereo unspecified)	3%	-11%	-9%	7%	-2%	3%	-9%	15%
Cc1nn(-c2ccc(C(=O)O)cc2)c(=O)c2ccccc12	-9%	-6%	-9%	1%	2%	-2%	7%	-1%
O=C(NCc1nnc(SCc2ccccc2)n1-c1ccccc1)C12CC3CC(CC(C3)C1)C2	-11%	0%	-15%	3%	0%	3%	0%	11%
COc1ccc(C2C(C#N)=C(N)OC3=C2C(=O)CCC3)cc1Cn1cc([N+](=O)[O-])cn1 (stereo unspecified)	3%	-10%	-5%	1%	6%	-17%	-5%	-7%
CCC1=Nc2cc(C(=O)NCCCOC)ccc2Sc2ccc(Br)cc21	-12%	-14%	-8%	/	0%	/	/	4%
O=C(NCCc1ccccn1)c1cccc(S(=O)(=O)N2CCc3ccccc32)c1	3%	0%	1%	?	-1%	1%	20µM*	-9%
FC(F)Oc1ccccc1/C=N/n1cnc2ccccc21	-9%	-17%	?	5%	-6%	6%	-12%	-13%
COCc1cc(C)n(CC(=O)Nc2ccc(Cl)cc2Cl)c(=O)c1C#N	-17%	-6%	-1%	/	-1%	-10%	?	-17%
O=C(O)c1c(N2CCCCC2)ccc([N+](=O)[O-])c1N1CCCCC1	1%	-11%	-10%	-3%	-2%	0%	10%	-8%
CN1CCC/C1=C1/C(=O)N(c2ccccc2)N=C1NC(=O)Nc1cccc(Cl)c1	-8%	?	8.9µM*	-6%	-6%	-1%	-1%	?
CC1=C(C)[N+](=O)C2(O)CCCCC2(C)N1[O-] (stereo unspecified)	8%	5%	8%	-1%	3%	1%	-9%	5%
COc1ccc2c(c1)CCc1c-2nc2ccccc2c1N1CCOCC1	-2%	-27%	?	/	-2%	25%	/	?
Cn1c(CNC(=O)CSc2nc(-c3cccc(Cl)c3)nc3cc(=O)[nH]n23)nc2ccccc21	1%	-11%	-11%	/	-1%	/	/	-5%
O=c1c(Cl)c(NCc2ccccc2)cnn1C12CC3CC(CC(C3)C1)C2	-2%	5%	10%	-9%	-2%	1%	3%	7%
CCOc1ccc(OCC)c(-c2c(=O)n(OCc3ccc(Cl)cc3)c3ccccc3[n+]2[O-])c1	/	-18%	-9%	-6%	/	1%	0%	-1%
CCN(CC)c1ccc2cc(-c3nc4sc5c(c4c(=O)[nH]3)CCC(C(C)(C)C)C5)c(=O)oc2c1 (stereo unspecified)	0%	-17%	-15%	/	-13%	/	/	6%

Rewritten with values under each structure: part of the list above
Results follow in this order: TRb SRC2 PPI	Tau fluor counter	Tau fibril ThT	L3MBTL1 inh	TR SRC2 fluor cs	aGal spleen mod	ALDH1A1 inh	Tau FP inhib
- CN(Cc1ccccc1)C(=O)CCS(=O)(=O)c1ccc2c(c1)n(C)c(=O)c(=O)n2C
 : -2%	-8%	-16%	-4%	2%	4%	?	-9%
- O=C(CCc1nnc(Cc2c[nH]c3ccccc23)o1)NCC1CC12CCCCC2 (stereo unspecified)
 : 3%	-11%	-9%	7%	-2%	3%	-9%	15%
